Bioassay records as filed in PubChem BioAssay.
LGR2 inh – inhibitors of bursicon-induced Drosophila LGR2 receptor cAMP signaling. HEK293 LGR2, CRE-luciferase, bursicon-stimulated, 4 h. inhibition, % at 9.99 µM. 380,000 tested, 0.35% active. AID 720647;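 active means drop in luminescence signal, shown as inhibition above about 50% in the replicate tests, limit read from the data, passing the limit was not always enough; inconclusive means probably only some replicates passing the limit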;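 further: agonist challenge used bursicon conditioned medium at about half maximal strength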
FN deposit inh – fibronectin deposition inhibition; AH1F fibroblasts, Alexa488-fibronectin deposition fluorescence, overnight; inhibition, % at 12.6 µM; 350,000 tested, 0.086% active;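 active means mean inhibition across replicates of 30% or more, regardless of how many single replicates reach that level; inconclusive means mean under 30% yet at least half of replicates reach 30%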;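 further: positive control wells lacked labelled fibronectin entirely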
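Test system: AH1F fibroblast monolayer depositing Alexa488-labelled fibronectin into matrix. Input: 10000 cells per well. Technique: fluorescence, ex 485 nm, em 525 nm. Buffer or medium: DMEM plus 2% serum, read in PBS. Timing: 1 h cell adhesion before compound, then overnight fibronectin incubation. Compound: single dose, pinned. Read-out basis: inhibition from reduced deposited-fibronectin fluorescence.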
C2C12 statin – protects C2C12 myotubes from simvastatin toxicity. ATP luminescence, 48 h; scaled: DMSO 0, geranylgeraniol control 100. 330,000 tested, 0.78% active. AID 602340. rescue of ATP level, % at 7.49 µM;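 active means mean ATP rescue above about 67%, or every replicate alone reaching that limit, limit read from the data, passing the limit was not always enough; inconclusive means no clear call, values can overlap the other calls; inactive means mean under the limit and some replicate under it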;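 further: myotubes were challenged with 10 µM simvastatin during compound exposure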
S100A4 inh HTS – blocks human S100A4 binding to myosin IIA peptide; P26447; S100A4/TAMRA-MyoIIA peptide fluorescence polarization; inhibition, % at 10.7 µM; 360,000 tested, 0.14% active;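 active means mean inhibition of at least 70% across replicates, with every replicate also reaching that level; inconclusive means mean inhibition reaches 70% but some replicates fall short; inactive means mean inhibition below 70%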
Target sequence (P26447 whole entry, looked up): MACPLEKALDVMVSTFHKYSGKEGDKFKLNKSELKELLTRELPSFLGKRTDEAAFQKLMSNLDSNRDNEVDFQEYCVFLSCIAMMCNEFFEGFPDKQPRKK
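Test system: S100A4 monomer protein; Medium: HEPES pH 7.2 with CaCl2, KCl, NaCl, DTT, Triton; Probe or stimulus: TAMRA-labelled myosin IIA heavy-chain peptide probe, 5 nM; Doses: one dose per compound; Times: polarization read 5 min after assay mix addition, stable 5–60 min; Benchmarks: neutral control DMSO, positive control TFP.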
esBAF inh – blocks esBAF chromatin remodeling in mouse ES cells | AID 602393 | reporter increase, % at 12.5 µM | 350,000 tested, 2% active | Bmi1-luciferase knock-in reporter, 24 h; 100% = twice the neutral-well signal; in the data active means activation above about 40%; inconclusive means no clear call, values can overlap the other calls;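 further: 0% = median of the plate's neutral control wells and 100% = double that signal; a rise in the Bmi1 reporter signal indicates esBAF inhibition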
Casp6 inh – caspase-6 (human) enzyme inhibition; 350,000 tested, 0.53% active; inhibition, % at 12.5 µM; P55212; purified caspase-6, Z-VEID-R110 cleavage fluorescence;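 active means mean inhibition across replicates at least about 35%, with every replicate also reaching that limit, limit read from the data; inconclusive means only one of the two criteria met; inactive means neither criterion met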;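 further: 0% = median of neutral control wells and 100% = no fluorescence left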
Target sequence (P55212 24-179 limits assumed): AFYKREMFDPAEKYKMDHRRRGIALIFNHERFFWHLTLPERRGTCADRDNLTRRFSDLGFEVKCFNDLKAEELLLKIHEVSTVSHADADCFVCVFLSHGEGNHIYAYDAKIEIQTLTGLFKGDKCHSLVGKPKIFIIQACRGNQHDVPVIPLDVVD
Target sequence (P55212 194-293 limits assumed): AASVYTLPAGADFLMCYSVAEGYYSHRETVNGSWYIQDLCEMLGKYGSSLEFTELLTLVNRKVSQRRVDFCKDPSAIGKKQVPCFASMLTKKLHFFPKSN
SIRT5 inh – blocks human SIRT5 desuccinylation of peptide; Purified SirT5, succinyl-peptide AMC, trypsin-coupled fluorescence; Q9NXA8; 330,000 tested, 1.1% active; inhibition, % at 15 µM; in the data active means inhibition above about 15%; inconclusive means no clear call, values can overlap the other calls
Target sequence (Q9NXA8 whole entry, looked up): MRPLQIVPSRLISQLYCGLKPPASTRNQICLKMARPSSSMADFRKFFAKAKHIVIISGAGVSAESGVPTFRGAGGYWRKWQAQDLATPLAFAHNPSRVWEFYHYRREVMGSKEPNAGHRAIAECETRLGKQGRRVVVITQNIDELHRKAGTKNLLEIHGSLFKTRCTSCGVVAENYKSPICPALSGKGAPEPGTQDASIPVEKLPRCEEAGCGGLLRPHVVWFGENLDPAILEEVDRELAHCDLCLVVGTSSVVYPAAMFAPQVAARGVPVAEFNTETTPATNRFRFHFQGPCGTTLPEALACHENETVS
* marks the source's active call; other numbers are inactive results; u = inconclusive; x = not tested or not shown. A portion of the library. The share of hits here may be higher or lower than overall.

[1] CCCC(=O)Nc1c2c(nn1-c1ccc(F)cc1)CS(=O)(=O)C2
[2] COc1cc(OC)cc(C(=O)NCC(=O)OCC(=O)Nc2ccc(C)c(S(=O)(=O)N3CCOCC3)c2)c1
[3] O=C(Nc1nccs1)C1CC=CCC1C(=O)OCC(F)(F)C(F)F (stereo not drawn)
[4] Cc1ccc(NC(=O)C(C)Sc2nnc(C)n2C)cc1 (stereo not drawn)
[5] CCCCCCCCN1C(=O)[C@H](CC(=O)NCc2cccc(C(F)(F)F)c2)C[C@@]2(C(=O)OC)CCCCC=C12
[6] C[C@@H]1CN([C@@H](C)CO)C(=O)Cc2cc(NC(=O)Cn3cnnn3)ccc2O[C@H]1CN(C)CC1CCCCC1
Assay by compound,1,2,3,4,5,6
LGR2 inh,8,1,0,8,7,-6
FN deposit inh,0,-3,-2,-7,24,-4
C2C12 statin,-19,3,1,8,x,56
S100A4 inh HTS,-4,2,-7,2,-6,-1
esBAF inh,-4,5,9,-7,x,0
Casp6 inh,-8,-4,4,-2,1,0
SIRT5 inh,-7,3,2,3,-2,11

[7] Cc1nc(NC(=O)CN2CCCCC2)sc1C(=O)N(C)C
[8] O=C(CN1CCOCC1)Nc1ccc(NC(=O)CN2CCOCC2)c(Cl)c1
[9] Cc1ccc(CNC(=O)[C@H](C)NC(=O)C2CCN(C(=O)[C@@H]3CCCN3C(=O)OC(C)(C)C)CC2)cc1
[10] CCC12CSc3nc(Cl)ccc3N1C(=O)C(=O)N2C (stereo not drawn)
[11] O=C(Cc1ccc(NC(=O)C2CCN(C(=O)C3CCCC3)CC2)cc1)Nc1ccc(C(=O)N2CCOCC2)cc1
[12] CCOC(=O)CC(=O)N/N=C/c1c(N)n(C)c(=O)n(C)c1=O
Assay by compound,7,8,9,10,11,12
LGR2 inh,-1,x,23,x,11,11
FN deposit inh,5,-3,x,-9,3,-15
C2C12 statin,-2,6,-24,x,7,-3
S100A4 inh HTS,-7,x,1,-2,1,1
esBAF inh,4,4,13,x,-5,0
Casp6 inh,-2,x,-5,2,-2,0
SIRT5 inh,2,x,0,0,-2,4

[13] CC(C)C(=O)NS(=O)(=O)c1ccc(N)cc1
[14] O=C(O)c1ccc(Cn2cnc3cccnc32)cc1
[15] CC(C(=O)N1CCOCC1)N1C(=O)c2cccc3cccc(c23)C1=O (stereo not drawn)
[16] COc1ccccc1Oc1c(C)oc2c(CN3CCN(CCO)CC3)c(O)ccc2c1=O
[17] CCCCn1c(SCC(=O)Nc2nnc(C)s2)nc2c1c(=O)n(C)c(=O)n2C
[18] Cc1ccc(OC(=O)c2ccc(N3CCOCC3)c([N+](=O)[O-])c2)cc1
Assay by compound,13,14,15,16,17,18
LGR2 inh,-4,0,-5,x,30,x
FN deposit inh,x,-4,1,1,6,-9
C2C12 statin,-4,-9,x,x,16,5
S100A4 inh HTS,x,0,-1,-6,x,x
esBAF inh,-11,-5,x,5,3,10
Casp6 inh,x,4,1,x,x,x
SIRT5 inh,x,6,-1,x,x,x

[19] O=C(c1ccc2nccnc2c1)N1CCN(c2cccc(C(F)(F)F)c2)CC1
[20] CC(C)C(c1nnnn1C1CCCCC1)N1CCN(c2ncccn2)CC1 (stereo not drawn)
[21] OC(Cn1cccn1)c1ccccc1 (stereo not drawn)
[22] CC(C)N(Cc1ccccc1)C(=O)COC(=O)c1ccc2ncsc2c1
[23] COc1ccc(S(=O)(=O)N2CCN(Cc3ccco3)CC2)cc1
[24] Brc1ccc2c(c1)C(c1cccs1)=NNC(c1cccnc1)=N2
Assay by compound,19,20,21,22,23,24
LGR2 inh,-4,x,7,10,-12,x
FN deposit inh,-12,5,x,7,-2,6
C2C12 statin,-1,-12,-15,4,-2,1
S100A4 inh HTS,-2,x,x,-2,-3,x
esBAF inh,-3,-4,-5,26,-3,1
Casp6 inh,0,x,x,1,-2,x
SIRT5 inh,-5,x,x,0,2,x

[25] COc1cc(NC(=O)Cc2ccc(OC)c(S(=O)(=O)N3CCOCC3)c2)c(OC)cc1Cl
[26] CN1[C@H](C(=O)NCCc2ccccc2)[C@@H](CO)[C@@H]2Cn3c(cccc3=O)[C@@H]21
[27] Cc1ccc([N+](=O)[O-])cc1NC(=O)CCc1ccccc1
[28] COc1ccc(N(CC(=O)NCCSc2ccccn2)S(=O)(=O)c2ccccc2)cc1OC
[29] CCc1cccc2c(C(=O)COC(=O)c3c(C)noc3C)c[nH]c12
[30] C/C(=C\CCC1(C)C2CC3C(C2)C31C)C(=O)O (stereo not drawn)
Assay by compound,25,26,27,28,29,30
LGR2 inh,-10,-3,21,6,23,-9
FN deposit inh,3,x,7,-2,x,x
C2C12 statin,10,-20,3,3,-38,13
S100A4 inh HTS,-6,7,-1,1,-1,-7
esBAF inh,0,1,-4,-4,2,-7
Casp6 inh,-225,-7,-1,-4,1,-5
SIRT5 inh,2,6,4,-2,-2,1

[31] C[C@H]1CN([C@@H](C)CO)C(=O)c2cccc(NC(=O)C3CCOCC3)c2O[C@@H]1CN(C)Cc1ccncc1
[32] Cc1ccc(CC(=O)Nc2cccc(S(=O)(=O)N3CCOCC3)c2)cc1
[33] C[C@H]1CN([C@@H](C)CO)C(=O)c2cc(NS(C)(=O)=O)ccc2O[C@H]1CN(C)Cc1ccc(Cl)c(Cl)c1
[34] CSc1nsc(SC)c1NC(=O)Nc1ccccn1
[35] C=CCN(C1CCCCC1)S(=O)(=O)c1ccc2c(c1)oc(=O)n2C
[36] O=C(NCC(=O)N1CCN(S(=O)(=O)c2cccs2)CC1)c1ccc(Cl)cc1
Assay by compound,31,32,33,34,35,36
LGR2 inh,-7,10,14,x,2,20
FN deposit inh,0,x,x,13,-8,-5
C2C12 statin,-3,-5,18,9,-2,-2
S100A4 inh HTS,11,-2,2,x,-5,-5
esBAF inh,5,-1,3,-7,5,1
Casp6 inh,0,3,1,x,1,x
SIRT5 inh,-3,-2,-1,x,x,-6

[37] CC(C)NC(=O)N(C)C[C@H]1OCCCC[C@H](C)Oc2ccc(NC(=O)Nc3ccc(C(F)(F)F)cc3)cc2C(=O)N([C@@H](C)CO)C[C@H]1C
[38] CCOc1ccc(NS(=O)(=O)c2ccc(C(=O)NCCN3CCOCC3)cc2)cc1
[39] O=C1CN(C(=O)CSc2nncs2)c2ccccc2N1
[40] O=C(Nc1cccc(F)c1)N1CCCCN2[C@@H](CO)[C@H](c3ccc(C#CC4CC4)cc3)[C@@H]2C1
[41] CN(C)Cc1cn(CC[C@H]2CC[C@@H](NC(=O)Cc3cccnc3)[C@@H](CO)O2)nn1
[42] N#C/C(=C\c1ccc(O)c(Br)c1)C(=O)NCc1ccccc1
Assay by compound,37,38,39,40,41,42
LGR2 inh,-7,10,2,-9,-1,-19
FN deposit inh,0,2,-4,x,-12,10
C2C12 statin,x,1,3,x,-8,-1
S100A4 inh HTS,-5,15,-2,31,1,0
esBAF inh,2,x,2,x,1,0
Casp6 inh,1,2,-2,0,1,4
SIRT5 inh,2,-4,-3,-4,-1,-2

[43] O=S(=O)(c1ccccc1)N1CCN(CCOc2ccc(F)cc2)CC1
[44] CCOC(=O)C1=C(C)N=C2SC(C)C(=O)N2C1c1cccc(F)c1 (stereo not drawn)
[45] Cc1ccccc1S(=O)(=O)NCC[C@H]1CC[C@@H](NC(=O)C2CC2)[C@H](CO)O1
[46] O=C(Nc1nc2ccccc2[nH]1)c1ccccc1[N+](=O)[O-]
[47] COC(CNC(=O)c1ccc2c(c1)ncn2-c1cccc(F)c1)OC
[48] Cc1ccc(-n2ncc3c(=O)n(-c4ccc(C)c(C)c4)c(-c4ccco4)nc32)cc1
Assay by compound,43,44,45,46,47,48
LGR2 inh,-2,x,10,-39,10,x
FN deposit inh,x,-8,-14,1,4,-7
C2C12 statin,-1,4,-8,x,x,-5
S100A4 inh HTS,-3,x,31,2,-4,x
esBAF inh,-4,0,1,x,x,-17
Casp6 inh,0,x,-4,-2,1,x
SIRT5 inh,x,x,1,0,-3,x

[49] C[C@H](CO)N1C[C@H](C)[C@H](CN(C)C(=O)Oc2ccccc2)OCc2cn(nn2)CCCC1=O
[50] CCc1nnc(NC(=O)CSc2nnc3c4ccccc4n(C)c3n2)s1
[51] Cc1cc(C)c(S(=O)(=O)Nc2ccc(OCC(=O)O)cc2)c(C)c1
[52] Cc1ccccc1C(=O)OCC(=O)Nc1cccc(S(=O)(=O)NC2=NCCC2)c1
[53] COCCCNC(=O)Cn1cc(C(=O)c2cccs2)c2ccccc21
[54] O=C(O)c1cc(/C=C/c2ccc(N3CCOCC3)c([N+](=O)[O-])c2)nc2ccccc12
Assay by compound,49,50,51,52,53,54
LGR2 inh,-1,-1,3,3,-4,-4
FN deposit inh,-4,x,-12,-15,x,0
C2C12 statin,11,2,1,-1,-6,x
S100A4 inh HTS,x,-2,1,-4,x,3
esBAF inh,1,3,-9,-4,-6,x
Casp6 inh,x,-1,-1,3,x,3
SIRT5 inh,x,0,x,-3,x,11

[55] O=C(Nc1ccc(F)cc1)N1CCCCN2[C@@H](CO)[C@@H](c3ccc(-c4cccc(F)c4)cc3)[C@@H]2C1
[56] C[C@H](CO)N1C[C@H](C)[C@@H](CN(C)Cc2ccc(C(F)(F)F)cc2)Oc2ccc(NS(C)(=O)=O)cc2CC1=O
[57] COc1cccc(N2CCN(C(=O)c3cc(-c4ccccc4)nc4c3cnn4C(C)C)CC2)c1
[58] CCOC(=O)CSc1nnc(Cn2c(=O)sc3ccccc32)n1-c1ccccc1C
[59] O=C(Nc1ccc(Br)cc1)c1ccccc1Br
[60] Cc1ccc(/C=N/NC(=S)NC(C)C)o1
Assay by compound,55,56,57,58,59,60
LGR2 inh,-10,-18,7,17,-61,x
FN deposit inh,x,-9,-15,13,-8,-10
C2C12 statin,-195,58,14,3,0,-7
S100A4 inh HTS,-2,1,-5,1,-1,x
esBAF inh,-9,-9,7,-3,78*,0
Casp6 inh,-2,1,-2,0,2,x
SIRT5 inh,-6,16*,-2,2,0,x

[61] CCCC(=O)Nc1ccc2c(c1)C(=O)N(C)C[C@H](OC)[C@@H](C)CN(Cc1cccc(F)c1)[C@H](C)CO2
[62] CNC(=O)C1Cc2ccccc2CN1S(=O)(=O)c1cccs1 (stereo not drawn)
[63] O=C(N/N=C/c1ccsc1)c1cc2ccccc2o1
[64] Cc1cc(C)n(-c2ccc(C(=O)Nc3ccc(C)c(S(=O)(=O)N4CCOCC4)c3)cc2)n1
[65] c1ccc(N2CCN(c3c4c(nc5ncnn35)CCC4)CC2)cc1
[66] O=C(O)C1C2CCC(C2)C1C(=O)NCCC1=CCCCC1 (stereo not drawn)
[67] COc1cc(/C=N/NC(=O)c2ccc3c(c2)OCCO3)cc(Cl)c1O
[68] NC(=O)c1cc(C(=O)Cc2ccccc2)c[nH]1
Assay by compound,61,62,63,64,65,66,67,68
LGR2 inh,-4,11,-22,u,1,-11,-12,7
FN deposit inh,13,-1,3,-3,x,2,2,9
C2C12 statin,-2,1,0,-18,-1,-7,7,5
S100A4 inh HTS,8,x,-5,2,3,x,2,-3
esBAF inh,7,5,24,-15,-17,-4,5,-4
Casp6 inh,2,x,-2,0,2,x,0,4
SIRT5 inh,4,x,1,4,0,x,10,-4
